HTR5A inv ag = counter-screen for OPRM1-OPRD1 inverse agonists: human HTR5A inverse agonism | HTR5A cell line, luminescence | inhibition, % at 9.3 µM | actives 0.083% (n = 340,000) | AID 504634; in the data active = inhibition mostly above about 23%, no sharp cut-off; inactive = mostly below about 18%;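 also: 0% = cells with DMSO and 100% = no-cell wells with DMSO; some compounds called inactive have numbers as strong as hits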
Target sequence (P47898 whole entry, looked up): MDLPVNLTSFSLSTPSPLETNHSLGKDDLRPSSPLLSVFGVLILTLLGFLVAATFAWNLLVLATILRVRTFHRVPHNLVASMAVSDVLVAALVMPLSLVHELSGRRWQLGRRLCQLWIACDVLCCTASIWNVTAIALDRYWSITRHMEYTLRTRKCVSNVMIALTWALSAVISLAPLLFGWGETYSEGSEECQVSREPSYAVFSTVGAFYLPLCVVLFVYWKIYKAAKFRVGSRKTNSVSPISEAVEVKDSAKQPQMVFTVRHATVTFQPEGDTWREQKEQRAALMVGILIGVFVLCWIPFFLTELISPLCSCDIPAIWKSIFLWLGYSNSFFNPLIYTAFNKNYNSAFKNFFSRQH
Pemphigus Ab inh = human desmoglein-3 autoantibody binding inhibition; P32926; DSG3-coupled beads, scFv-anti-DSG3-GFP binding, flow cytometry; active compounds read low; binding (percent of control), % at 10 µM; actives 0.48% (n = 310,000); AID 588358;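 active = binding more than 3 SD below its plate's average and above zero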;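 also: hits lower antibody fragment binding to DSG3; some compounds called inactive have numbers as strong as hits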
HTR5A ag = counter-screen for OPRM1-OPRD1 agonists: human HTR5A agonism; HTR5A agonist assay, luminescence, cell-based; activation, % at 9.3 µM; actives 0.61% (n = 340,000); in the data active = activation mostly above about 9.5%, no sharp cut-off; inactive = mostly below about 7.6%;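 also: 0% = cells with vehicle only and 100% = reference agonist; strong numbers were not always called active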
OPRM1-OPRD1 inv = inverse agonists of human mu-delta opioid receptor heterodimerization; P35372+P41143; cell-based MOR-DOR heterodimer luminescence, inverse agonism; inhibition, % at 9.3 µM; actives 0.21% (n = 340,000); in the data active = inhibition above about 22%, passing the limit was not always enough;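 also: 0% = cells with DMSO and 100% = wells without cells with DMSO; values of inactives mirror those of a sister screen read the other way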
PKA-R2B activ = PKA-R2B complex activation. P22694+P31323. PKA-R2B holoenzyme dissociation, Cy5-IP20 fluorescence polarization; R2B truncated from residue 108, S112A mutant; 0% DMSO only, 100% 113 µM cGMP. activation, % at 11.4 µM. actives 0.079% (n = 340,000). AID 504700;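 active = activation above a cutoff set at the mean over all compounds plus 3 SD, cut at about 18% in these data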;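 also: higher means more holoenzyme dissociation and a rise in polarization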
Target sequence (P31323 whole entry, looked up, other chains not shown, the tested form may be a part): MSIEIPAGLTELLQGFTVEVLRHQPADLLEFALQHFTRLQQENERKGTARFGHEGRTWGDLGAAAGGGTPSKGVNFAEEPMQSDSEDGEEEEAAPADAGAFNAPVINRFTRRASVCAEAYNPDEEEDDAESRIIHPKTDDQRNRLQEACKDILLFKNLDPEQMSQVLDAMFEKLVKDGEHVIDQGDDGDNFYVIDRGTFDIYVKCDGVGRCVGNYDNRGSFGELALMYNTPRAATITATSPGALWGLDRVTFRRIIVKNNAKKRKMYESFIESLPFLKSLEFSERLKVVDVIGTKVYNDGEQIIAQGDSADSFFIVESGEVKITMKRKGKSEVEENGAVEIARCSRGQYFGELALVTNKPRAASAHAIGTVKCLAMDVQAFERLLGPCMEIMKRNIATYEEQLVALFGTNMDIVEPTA
PKA-R1A activ = activates the PKA-R1A holoenzyme complex; P00514+P68181; PKA-R1A dissociation, Cy5-IP20 fluorescence polarization; scaled: DMSO 0%, 113 µM cGMP 100%; activation, % at 11.4 µM; actives 0.083% (n = 340,000); AID 504707;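 active = percent activation above the mean of all tested compounds plus 3 SD, cut at about 19% in these data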;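 also: higher means more PKAc released from R1A so a rise in polarization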
MOR-DOR ag = agonists of human mu-delta opioid receptor heterodimerization. P35372+P41143. cells, OPRM1-OPRD1 heterodimerization, luminescence. activation, % at 9.3 µM. actives 0.3% (n = 340,000). AID 504326; in the data active = activation above about 18%;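 also: 0% = vehicle-treated cells and 100% = reference agonist; values of inactives mirror those of a sister screen read the other way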
V-ATPase pHluor = yeast V-ATPase proton transport regulation by pHLuorin. S. cerevisiae, pHLuorin cytosolic pH fluorescence. AID 504577. response, % at 10 µM. actives 0.37% (n = 350,000); in the data active = response mostly above about 7.3%, no sharp cut-off; inactive = mostly below about 5.4%; also: actives read high; inactives centre near 0; some compounds called inactive have numbers as strong as hits; reference of the scale not given here
DAGLB inhibitor = diacylglycerol lipase beta (human) inhibition | Q8NCG7 | inhibition, % at 5.17 µM | HEK293T DAGLB membrane lysate, EnzChek fluorogenic substrate | actives 0.059% (n = 340,000); in the data active = inhibition above about 34%;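 also: 0% = enzyme with vehicle and 100% = wells lacking enzyme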
Arr AP2 block = inhibitors of human beta-arrestin and AP2 interaction. FITC-arrestin peptide / GST-AP2 beads, flow cytometry; AP2 beta2 appendage carries R879A mutation. inhibition, % at 10 µM. actives 0.31% (n = 340,000). AID 504490;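 active = inhibition above a set limit, near 3 SD of compounds lacking own fluorescence, cut at about 54% in these data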;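 also: plate controls were DMSO wells for no effect and 5 µM unlabelled arrestin peptide for full effect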
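System: GST-AP2 R879A glutathione beads. Medium: PBS with 0.05% Tween 20 and 0.1% BSA. Also added: FITC-arrestin peptide, 50 nM. Incubation: 12 min plus 1 h, RT. Measured by: high-throughput flow cytometry of beads, ex 488, em 535 nm. Evaluation: percent drop in bead-associated FITC signal.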
* = called active by the depositor.

For CCC(c1nnc(SCC(=O)NCCc2ccc(OC)c(OC)c2)n1Cc1ccccc1)N(C)C (configuration not stated) the results were HTR5A inv ag -29, Pemphigus Ab inh 100, HTR5A ag -4, OPRM1-OPRD1 inv 4, PKA-R2B activ -1, PKA-R1A activ -4, MOR-DOR ag -0.8, V-ATPase pHluor 3, DAGLB inhibitor -1 and Arr AP2 block 36.
Cc1c(C(=O)N(C)C)c2cc(Cl)ccc2n1O was read as HTR5A inv ag -2, Pemphigus Ab inh 101, HTR5A ag 3, OPRM1-OPRD1 inv -14, PKA-R2B activ -11, PKA-R1A activ 0, MOR-DOR ag 1.9, DAGLB inhibitor 1 and Arr AP2 block 2.
Screening CCN(CC)CCn1c2c(c(SCC(=O)Nc3nc4ccccc4s3)nc1=O)CCC2 returned HTR5A inv ag 15, Pemphigus Ab inh 98, HTR5A ag -5, OPRM1-OPRD1 inv 1, PKA-R2B activ -6, PKA-R1A activ 1, MOR-DOR ag -0.1, V-ATPase pHluor 3, DAGLB inhibitor -6 and Arr AP2 block -7.
Cn1c(=O)n(CC(=O)OCc2ccccc2)c(=O)c2c1nc1n2CCCN1C1CCCCC1 was read as HTR5A inv ag -16, Pemphigus Ab inh 115, HTR5A ag 4, OPRM1-OPRD1 inv 14, PKA-R2B activ -7, PKA-R1A activ -19, MOR-DOR ag -3.2, V-ATPase pHluor 2, DAGLB inhibitor -1 and Arr AP2 block 23.
For CC(=O)c1cnc(Nc2ccccc2)s1 the results were HTR5A inv ag -18, Pemphigus Ab inh 104, HTR5A ag 4, OPRM1-OPRD1 inv 15, PKA-R2B activ 9, PKA-R1A activ -4, MOR-DOR ag -2.6, V-ATPase pHluor 0, DAGLB inhibitor -2 and Arr AP2 block 0.
Cc1cnc(C(=O)NC(C)CCc2ccccc2)cn1 (configuration not stated) was read as HTR5A inv ag 6, Pemphigus Ab inh 103, HTR5A ag -2, OPRM1-OPRD1 inv 12, PKA-R2B activ 1, PKA-R1A activ -7, MOR-DOR ag -2.3, V-ATPase pHluor 3, DAGLB inhibitor -1 and Arr AP2 block 3.
COc1cc(OC)c(OC)cc1CNC1CCCCCC1 was read as HTR5A inv ag 13, Pemphigus Ab inh 99, HTR5A ag -3, OPRM1-OPRD1 inv 6, PKA-R2B activ 1, PKA-R1A activ -3, MOR-DOR ag -1.2, V-ATPase pHluor 1, DAGLB inhibitor 0 and Arr AP2 block -2.
`CCOc1cc(/C=N/NC(=O)C(=O)NCCCOC(C)C)cc(Br)c1O` gave HTR5A inv ag 2, Pemphigus Ab inh 96, HTR5A ag 5, OPRM1-OPRD1 inv 13, PKA-R2B activ 3, PKA-R1A activ -16, MOR-DOR ag -2.0, V-ATPase pHluor 2, DAGLB inhibitor 3 and Arr AP2 block -5.
Cc1ccc(C)c(N(CC(=O)NCc2ccco2)C(=O)CNS(=O)(=O)c2ccc(F)cc2)c1 was read as HTR5A inv ag -8, Pemphigus Ab inh 95, HTR5A ag -3, OPRM1-OPRD1 inv 1, PKA-R2B activ -11, PKA-R1A activ 2, MOR-DOR ag -0.1, V-ATPase pHluor -2, DAGLB inhibitor -1 and Arr AP2 block -6.
Screening CC(=O)N1CCN(S(=O)(=O)c2cccc(C(=O)OCC(=O)Nc3c(Cl)cccc3C(F)(F)F)c2)CC1 returned HTR5A inv ag -8, Pemphigus Ab inh 103, HTR5A ag 2, OPRM1-OPRD1 inv 0, PKA-R2B activ -5, PKA-R1A activ 6, MOR-DOR ag 0.1, V-ATPase pHluor -1, DAGLB inhibitor 0 and Arr AP2 block -10.
`Cc1ccsc1/C=N/N1CCN(c2ccccn2)CC1` gave HTR5A inv ag 7, Pemphigus Ab inh 96, HTR5A ag 2, OPRM1-OPRD1 inv 12, PKA-R2B activ -5, PKA-R1A activ -8, MOR-DOR ag -2.4, V-ATPase pHluor 0, DAGLB inhibitor -6 and Arr AP2 block 3.
Cc1ccc(S(=O)(=O)N/N=C/c2cccn2-c2ccc(Cl)cc2)cc1 was read as HTR5A inv ag 11, Pemphigus Ab inh 96, HTR5A ag -4, OPRM1-OPRD1 inv -8, PKA-R2B activ -1, PKA-R1A activ -2, MOR-DOR ag 1.4, V-ATPase pHluor -2, DAGLB inhibitor -2 and Arr AP2 block -7.
Screening CCC(c1nc2ccccc2c(=O)n1-c1cccnc1)N1C(=O)c2ccccc2C1=O (configuration not stated) returned HTR5A inv ag 14, Pemphigus Ab inh 120, HTR5A ag 1, OPRM1-OPRD1 inv 22, PKA-R2B activ -4, PKA-R1A activ -10, MOR-DOR ag -4.9, V-ATPase pHluor -1, DAGLB inhibitor 3 and Arr AP2 block 3.
Screening CC(=O)Nc1ccc(OCC(=O)N2CCC(Cc3ccccc3)CC2)cc1 returned HTR5A inv ag 4, Pemphigus Ab inh 117, HTR5A ag -1, OPRM1-OPRD1 inv 8, PKA-R2B activ -1, PKA-R1A activ -4, MOR-DOR ag -1.7, V-ATPase pHluor -3, DAGLB inhibitor 0 and Arr AP2 block 7.
COc1ccc(CCNC(=O)c2cccs2)cc1OC was read as HTR5A inv ag 18, Pemphigus Ab inh 104, HTR5A ag 1, OPRM1-OPRD1 inv 10, PKA-R2B activ 3, PKA-R1A activ -5, MOR-DOR ag -1.9, V-ATPase pHluor 0, DAGLB inhibitor -1 and Arr AP2 block 25.
Screening COc1cc(NC(=O)CCCNC(=O)Cn2cnc3sc4c(c3c2=O)CCCC4)cc(OC)c1OC returned HTR5A inv ag -16, Pemphigus Ab inh 93, HTR5A ag 11, OPRM1-OPRD1 inv -21, PKA-R2B activ 3, PKA-R1A activ -5, MOR-DOR ag 3.3, V-ATPase pHluor -7, DAGLB inhibitor -4 and Arr AP2 block 14.
Cn1c(Cl)c(C(=O)Nc2ccccc2)c2ccccc21 was read as HTR5A inv ag 29, Pemphigus Ab inh 97, HTR5A ag 2, OPRM1-OPRD1 inv -8, PKA-R2B activ 9, PKA-R1A activ 9, MOR-DOR ag 1.4, V-ATPase pHluor 7, DAGLB inhibitor 0 and Arr AP2 block -48.
`CC(C)(C)c1ccc(C(=O)N2CCC(C(=O)NCC3CCCO3)CC2)cc1` (configuration not stated) gave HTR5A inv ag -14, Pemphigus Ab inh 88, HTR5A ag 5, OPRM1-OPRD1 inv 16, PKA-R2B activ 5, PKA-R1A activ 8, MOR-DOR ag -3.3, V-ATPase pHluor -1, DAGLB inhibitor -3 and Arr AP2 block -7.
Screening CCc1c2ccccc2nn1-c1ccccc1C(=O)C(C)=O returned HTR5A inv ag -20, Pemphigus Ab inh 111, HTR5A ag 7, OPRM1-OPRD1 inv 4, PKA-R2B activ -6, PKA-R1A activ -3, MOR-DOR ag -0.7, V-ATPase pHluor -2, DAGLB inhibitor -1 and Arr AP2 block -8.
For CC(C)(C)c1cc(C(=O)Nc2cccc3ccccc23)ccn1 the results were HTR5A inv ag -18, Pemphigus Ab inh 101, HTR5A ag 2, OPRM1-OPRD1 inv -1, PKA-R2B activ -1, PKA-R1A activ 0, MOR-DOR ag 0.2, V-ATPase pHluor -4, DAGLB inhibitor -7 and Arr AP2 block 13.
`NS(=O)(=O)c1ccc(CNc2ncnc3sccc23)cc1` gave HTR5A inv ag -34, HTR5A ag 9, OPRM1-OPRD1 inv 7, PKA-R2B activ -1, PKA-R1A activ 10, MOR-DOR ag -1.2, V-ATPase pHluor 3, DAGLB inhibitor 0 and Arr AP2 block -4.
Screening Cn1c(=O)c2c(nc(NCCNC(=O)c3ccco3)n2Cc2ccccc2)n(C)c1=O returned HTR5A inv ag -9, Pemphigus Ab inh 119, HTR5A ag 3, OPRM1-OPRD1 inv -3, PKA-R2B activ 3, PKA-R1A activ 6, MOR-DOR ag 0.3, V-ATPase pHluor -2, DAGLB inhibitor 0 and Arr AP2 block -3.
`COc1cccc(-c2nc(-c3ccc(NC(=O)c4cccs4)cc3)no2)c1` gave HTR5A inv ag -3, Pemphigus Ab inh 116, HTR5A ag -1, OPRM1-OPRD1 inv -8, PKA-R2B activ -11, PKA-R1A activ 3, MOR-DOR ag 1.4, V-ATPase pHluor -1, DAGLB inhibitor -2 and Arr AP2 block 24.

In the list so far, these contain two or more sulfur atoms.
Screening CCN(CC)CCn1c2c(c(SCC(=O)Nc3nc4ccccc4s3)nc1=O)CCC2 returned HTR5A inv ag 15, Pemphigus Ab inh 98, HTR5A ag -5, OPRM1-OPRD1 inv 1, PKA-R2B activ -6, PKA-R1A activ 1, MOR-DOR ag -0.1, V-ATPase pHluor 3, DAGLB inhibitor -6 and Arr AP2 block -7.
`NS(=O)(=O)c1ccc(CNc2ncnc3sccc23)cc1` gave HTR5A inv ag -34, HTR5A ag 9, OPRM1-OPRD1 inv 7, PKA-R2B activ -1, PKA-R1A activ 10, MOR-DOR ag -1.2, V-ATPase pHluor 3, DAGLB inhibitor 0 and Arr AP2 block -4.

Three structures already listed, arranged by count of non-hydrogen atoms, lowest first.
For CC(=O)c1cnc(Nc2ccccc2)s1 the results were HTR5A inv ag -18, Pemphigus Ab inh 104, HTR5A ag 4, OPRM1-OPRD1 inv 15, PKA-R2B activ 9, PKA-R1A activ -4, MOR-DOR ag -2.6, V-ATPase pHluor 0, DAGLB inhibitor -2 and Arr AP2 block 0.
`Cc1ccsc1/C=N/N1CCN(c2ccccn2)CC1` gave HTR5A inv ag 7, Pemphigus Ab inh 96, HTR5A ag 2, OPRM1-OPRD1 inv 12, PKA-R2B activ -5, PKA-R1A activ -8, MOR-DOR ag -2.4, V-ATPase pHluor 0, DAGLB inhibitor -6 and Arr AP2 block 3.
Screening CC(=O)N1CCN(S(=O)(=O)c2cccc(C(=O)OCC(=O)Nc3c(Cl)cccc3C(F)(F)F)c2)CC1 returned HTR5A inv ag -8, Pemphigus Ab inh 103, HTR5A ag 2, OPRM1-OPRD1 inv 0, PKA-R2B activ -5, PKA-R1A activ 6, MOR-DOR ag 0.1, V-ATPase pHluor -1, DAGLB inhibitor 0 and Arr AP2 block -10.

Screening data: PubChem BioAssay, several laboratories
